MEKK2 WT-MEK5: raises or lowers MEK5 binding to wildtype human MEKK2 PB1 domain; bead flow cytometry, Alexa488-MEK5 binding to MEKK2 WT; actives lie on both sides; binding response (% of control), % at 10 µM; hit rate 1.1% among 290,000; AID 1531; in the data active = binding response below about 67% or above about 130%; inconclusive = no clear call, values can overlap the other calls; inactive = in between
SUMO HTRF inh: SUMOylation inhibition. inhibition, % at 35 µM. hit rate 0.36% among 290,000. HTRF SUMOylation assay, SAE1/SAE2 + UBC9, in vitro. AID 2006; in the data active = inhibition above about 50%, passing the limit was not always enough; inconclusive = no clear call, values can overlap the other calls; note: strong numbers were not always called active
Target sequence (P63279 whole entry, looked up): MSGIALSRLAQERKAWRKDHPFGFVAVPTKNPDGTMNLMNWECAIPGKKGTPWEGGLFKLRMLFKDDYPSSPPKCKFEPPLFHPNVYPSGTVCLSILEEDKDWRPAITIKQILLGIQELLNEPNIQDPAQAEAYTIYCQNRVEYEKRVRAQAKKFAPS
NALP1 inh: inhibitors of NALP1 inflammasome in yeast; S. cerevisiae NALP1/ASC/caspase-1 growth, X-gal OD620, 72 h; inhibition, % at 10 µM; hit rate 0.61% among 280,000; in the data active = inhibition mostly above about 24%, no sharp cut-off; inactive = mostly below about 32%; note: some compounds called inactive have numbers as strong as hits
MEKK2mut PB1 HTS: signal of MEK5 binding to mutant human MEKK2 PB1 domain; AID 1530; hit rate 0.35% among 290,000; percent response, % at 10 µM; bead flow cytometry, Alexa488-MEK5 binding to MEKK2 mutant; in the data active = percent response above about 24%, passing the limit was not always enough; note: inactives centre near 1; some results filed as inactive read as strong as hits; reference of the scale not given here
Numbers without * were called inactive; ? = inconclusive; . = no result given; [ ] = dose if it differs, or a comment. Some of the compounds tested (hit frequency here may not be typical).

1	COc1ccccc1C1=NOC(C)(c2sc(-c3ccc(Cl)cc3)nc2C)C1 (centres undefined)
2	CC(C)C[C@H](NC(=O)c1nc[nH]c1C(=O)N1CCc2ccccc2C1)C(=O)OC(C)(C)C
3	NC1=NC[C@H](c2ccccc2)N1CCc1cccc(F)c1
4	O=C1OCC2OC(O)C(O)C(O)C2OC(=O)c2cc(O)c(O)c(O)c2-c2c(O)c(O)c3oc(=O)c4c(c(O)c(O)c5oc(=O)c2c3c54)-c2c1cc(O)c(O)c2O (centres undefined)
5	CCN1CCN(Cc2ccc(NC(=O)c3cc(NC(=O)c4cc5cccc(OC)c5o4)cc(OC)c3)cc2C(F)(F)F)CC1
6	C=C(C)C(=O)Nc1cccc(C2=NOC3(C2)C[C@@H](C(N)=O)N(C(=O)c2cc([N+](=O)[O-])cc([N+](=O)[O-])c2)C3)c1 (some centres undefined)
7	CN1C(C(=O)NCCc2cccs2)CC2Cn3c(nc4cc5ccccc5cc43)C21 (centres undefined)
8	COC(C[C@@H]1O[C@H]1[C@H](O)COCc1ccccc1)OC

| entry no. | 1 | 2 | 3 | 4 | 5 | 6 | 7 | 8 |
| --- | --- | --- | --- | --- | --- | --- | --- | --- |
| MEKK2 WT-MEK5 | 87.0 | 98.0 | 98.0 | 66.0*[inhibitor] | 148.0* | 98.0 | 99.0 | 93.0 |
| SUMO HTRF inh | -9.7 | -3.6 | 12.9 | ? | 5.9 | -9.3 | -0.9 | -3.2 |
| NALP1 inh | . | . | . | . | . | . | . | . |
| MEKK2mut PB1 HTS | 3.0 | 5.0 | 6.0 | -15.0 | 158.0* | -4.0 | 5.0 | 6.0 |

9	C#CCOCCOCCOCCNc1nc(N2CCN(C(=O)[C@H](CCC(=O)O)n3cc(C(N)Cc4ccc(O)cc4)nn3)CC2)nc(N2CCN(C(=O)[C@H](CCCCN)n3cc(C(N)[C@H](C)CC)nn3)CC2)n1 (some centres undefined)
10	C/C=C\C=C\C(=O)N1CC2(CC(c3cccc(NC(=O)CC)c3)=NO2)C[C@H]1C(N)=O (some centres undefined)
11	CC#CCN1c2ccccc2[C@]23C[C@@H](C(=O)OC)N(C(=O)c4cc(C)oc4C)C2=NC(C(=O)OC)=C(C(=O)OC)[C@H]13
12	CC1CCN(C(=O)c2[nH]cnc2C(=O)N[C@@H](C)C(=O)OCc2ccccc2)CC1
13	NC(=O)CC(NC(=O)c1ccccc1)c1ccc(NCCOc2ccccc2)c([N+](=O)[O-])c1 (centres undefined)
14	COC(C/C=C/[C@@H](O)COCc1ccccc1)OC
15	COC(=O)[C@@H]1C[C@H]2CC[C@H](O)C[C@H]2N1Cc1ccc(C(C)(C)C)cc1
16	COC(C[C@@H](O)C[C@@H](O)COCc1ccccc1)OC

| entry no. | 9 | 10 | 11 | 12 | 13 | 14 | 15 | 16 |
| --- | --- | --- | --- | --- | --- | --- | --- | --- |
| MEKK2 WT-MEK5 | 76.0 | 98.0 | 92.0 | 95.0 | 104.0 | 93.0 | 94.0 | 105.0 |
| SUMO HTRF inh | -5.0 | 21.3 | -11.2 | -13.4 | 2.7 | 9.9 | 0.7 | 4.6 |
| NALP1 inh | . | . | . | . | . | . | . | . |
| MEKK2mut PB1 HTS | 2.0 | 4.0 | 1.0 | 4.0 | 5.0 | -12.0 | -2.0 | 4.0 |

17	O=C(/C=C/c1cccs1)N1CCC2(CC1)Oc1ccc(F)cc1C(=O)C21CC(c2ccccc2)=NO1 (centres undefined)
18	CN1C(C(=O)NCc2ccco2)CC2Cn3c(nc4cc(Cl)c(Cl)cc43)C21 (centres undefined)
19	CCCCC1=CC2=CC(=O)C(C)(OC(=O)CC)C(=O)C2=CN1CCCCO (centres undefined)
20	N#CCC(=O)N1CC2(CC(c3cccc(NC(=O)COc4ccc(Cl)cc4)c3)=NO2)C[C@@H]1C(N)=O (some centres undefined)
21	CC(C)[C@@H]1C=C(C(=O)O)O[C@H](OCCCCO)C1
22	NC1=NC[C@H](Cc2ccc(O)cc2)N1CCc1cc(C(F)(F)F)cc(C(F)(F)F)c1
23	C[N+]1([O-])[C@@H]2Cc3cc4c(cc3[C@@H]1Cc1cc3c(cc12)OCO3)OCO4 (some centres undefined)
24	COc1cc(NC(=O)c2cncc(-c3ccc(C#N)cc3)c2)cc(C(=O)Nc2cccc(C(F)(F)F)c2)c1

| entry no. | 17 | 18 | 19 | 20 | 21 | 22 | 23 | 24 |
| --- | --- | --- | --- | --- | --- | --- | --- | --- |
| MEKK2 WT-MEK5 | 66.0 | 83.0 | 127.0 | 106.0 | 101.0 | 94.0 | 136.0 | 88.0 |
| SUMO HTRF inh | 17.1 | 21.6 | 3.4 | 15.4 | 12.2 | -1.8 | -23.0 | 71.3* |
| NALP1 inh | . | . | . | . | . | . | . | . |
| MEKK2mut PB1 HTS | -2.0 | 1.0 | 4.0 | 2.0 | 2.0 | 8.0 | 1.0 | 3.0 |

25	NC(=O)[C@H]1CC2(CC(c3cccc(NC(=O)CC(c4ccccc4)c4ccccc4)c3)=NO2)CN1C(=O)C(c1ccccc1)c1ccccc1 (some centres undefined)
26	Cc1nc(-c2ccc(Cl)cc2)sc1C1(C)CC(c2ccc(OC(F)(F)F)cc2)=NO1 (centres undefined)
27	Cc1ccc2oc3c(c(=O)c2c1)C(c1cccs1)N(CCCN(C)C)C3=O (centres undefined)
28	COC(=O)C1=C(C(=O)OC)[C@@H]2N(C)c3ccccc3[C@@]23C[C@@H](C(=O)OC)N(C(=O)COCc2ccccc2)C3=N1
29	CC(C)n1cnc2c(Nc3cccc(Cl)c3)nc(NCCCO)nc21
30	CC1C2Cn3c(nc4ccccc43)C1N(C(C)C)O2 (centres undefined)
31	COC(C[C@@H](O)[C@@H](C)[C@H](O)COCc1ccccc1)OC
32	COC(=O)c1cc(O)cc(OC)c1Oc1cc(C)cc(O)c1C(=O)O

| entry no. | 25 | 26 | 27 | 28 | 29 | 30 | 31 | 32 |
| --- | --- | --- | --- | --- | --- | --- | --- | --- |
| MEKK2 WT-MEK5 | 73.0 | 101.0 | 109.0 | 94.0 | 99.0 | 95.0 | 109.0 | 97.0 |
| SUMO HTRF inh | -5.9 | -12.7 | 19.1 | -24.3 | 22.0 | 17.2 | 13.8 | . |
| NALP1 inh | . | . | . | . | . | . | . | -13.1 |
| MEKK2mut PB1 HTS | -20.0 | 5.0 | 14.0 | 4.0 | 8.0 | 7.0 | 4.0 | -2.0 |

Among those listed so far, these have a carbonyl joined to an NH by a bond outside any ring.
2	CC(C)C[C@H](NC(=O)c1nc[nH]c1C(=O)N1CCc2ccccc2C1)C(=O)OC(C)(C)C
5	CCN1CCN(Cc2ccc(NC(=O)c3cc(NC(=O)c4cc5cccc(OC)c5o4)cc(OC)c3)cc2C(F)(F)F)CC1
6	C=C(C)C(=O)Nc1cccc(C2=NOC3(C2)C[C@@H](C(N)=O)N(C(=O)c2cc([N+](=O)[O-])cc([N+](=O)[O-])c2)C3)c1 (some centres undefined)
7	CN1C(C(=O)NCCc2cccs2)CC2Cn3c(nc4cc5ccccc5cc43)C21 (centres undefined)
10	C/C=C\C=C\C(=O)N1CC2(CC(c3cccc(NC(=O)CC)c3)=NO2)C[C@H]1C(N)=O (some centres undefined)
12	CC1CCN(C(=O)c2[nH]cnc2C(=O)N[C@@H](C)C(=O)OCc2ccccc2)CC1
13	NC(=O)CC(NC(=O)c1ccccc1)c1ccc(NCCOc2ccccc2)c([N+](=O)[O-])c1 (centres undefined)
18	CN1C(C(=O)NCc2ccco2)CC2Cn3c(nc4cc(Cl)c(Cl)cc43)C21 (centres undefined)
20	N#CCC(=O)N1CC2(CC(c3cccc(NC(=O)COc4ccc(Cl)cc4)c3)=NO2)C[C@@H]1C(N)=O (some centres undefined)
24	COc1cc(NC(=O)c2cncc(-c3ccc(C#N)cc3)c2)cc(C(=O)Nc2cccc(C(F)(F)F)c2)c1

| entry no. | 2 | 5 | 6 | 7 | 10 | 12 | 13 | 18 | 20 | 24 |
| --- | --- | --- | --- | --- | --- | --- | --- | --- | --- | --- |
| MEKK2 WT-MEK5 | 98.0 | 148.0* | 98.0 | 99.0 | 98.0 | 95.0 | 104.0 | 83.0 | 106.0 | 88.0 |
| SUMO HTRF inh | -3.6 | 5.9 | -9.3 | -0.9 | 21.3 | -13.4 | 2.7 | 21.6 | 15.4 | 71.3* |
| NALP1 inh | . | . | . | . | . | . | . | . | . | . |
| MEKK2mut PB1 HTS | 5.0 | 158.0* | -4.0 | 5.0 | 4.0 | 4.0 | 5.0 | 1.0 | 2.0 | 3.0 |

25	NC(=O)[C@H]1CC2(CC(c3cccc(NC(=O)CC(c4ccccc4)c4ccccc4)c3)=NO2)CN1C(=O)C(c1ccccc1)c1ccccc1 (some centres undefined)

| entry no. | 25 |
| --- | --- |
| MEKK2 WT-MEK5 | 73.0 |
| SUMO HTRF inh | -5.9 |
| NALP1 inh | . |
| MEKK2mut PB1 HTS | -20.0 |

Screening results as filed in PubChem BioAssay.
